ALOX12 inh – Primary qHTS assay for inhibitors of human arachidonate 12S-lipoxygenase (ALOX12): Round 2 | Potency, µM (highest dose often 108 µM), for the others: at the highest dose activity change, negative = inhibition, usual class: inhibitors | actives 1.1% (n = 580,000) | Polyunsaturated fatty acid lipoxygenase ALOX12 (Homo sapiens), P18054 | purified 12hLO, xylenol orange hydroperoxide absorbance | AID 1671190, 2021; active = well fitted inhibition curve with a large enough effect; inconclusive = small, poorly fitted or top-dose-only effect, or another doubt; inactive = no such curve, though single readings can be large or run the other way
Target sequence (P18054 whole entry, looked up): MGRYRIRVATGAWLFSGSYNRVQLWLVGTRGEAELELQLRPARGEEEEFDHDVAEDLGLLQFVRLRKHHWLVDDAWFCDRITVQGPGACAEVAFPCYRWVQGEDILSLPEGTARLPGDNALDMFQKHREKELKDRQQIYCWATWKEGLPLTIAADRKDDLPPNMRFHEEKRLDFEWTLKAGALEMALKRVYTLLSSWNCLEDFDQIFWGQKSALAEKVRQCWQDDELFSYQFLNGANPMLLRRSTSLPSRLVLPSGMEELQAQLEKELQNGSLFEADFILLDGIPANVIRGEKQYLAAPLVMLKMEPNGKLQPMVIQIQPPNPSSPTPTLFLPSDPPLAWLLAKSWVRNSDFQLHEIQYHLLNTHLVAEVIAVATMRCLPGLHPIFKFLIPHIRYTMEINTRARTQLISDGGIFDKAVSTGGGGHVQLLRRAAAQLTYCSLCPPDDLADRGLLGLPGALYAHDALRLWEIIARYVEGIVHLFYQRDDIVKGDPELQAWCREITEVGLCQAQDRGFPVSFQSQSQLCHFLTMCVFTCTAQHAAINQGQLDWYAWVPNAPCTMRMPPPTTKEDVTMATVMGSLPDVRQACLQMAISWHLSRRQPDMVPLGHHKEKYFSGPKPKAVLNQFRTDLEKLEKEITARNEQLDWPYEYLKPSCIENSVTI
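Purified human 12hLO at 150 nM in 25 mM Hepes, 0.01% Triton X-100, pH 7.0, preincubated 15 min at room temperature with compound. Reaction started with 40 uM arachidonic acid, 30 min at room temperature. Hydroperoxide measured by Fe-xylenol orange, 573/405 nm absorbance ratio.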
The depositor's hits bear a star; ? = inconclusive; [ ] = dose if it differs, or a comment. % is scaled to controls: 0 for no effect and ±100 for the full control effect; potency is read from the fitted curve at half-maximal effect.

SMILES | ALOX12 inh
CCN(CC)C(=O)C1=C(C)N(CCCOC)C(=O)C(CC(=O)NCC2CCCCC2)C1 (stereo not drawn) | 0%
COc1ccc(Nc2nccc3[nH]c(-c4cccc(F)c4)cc23)cc1 | ?
CC(=O)c1cccc(-c2cnc3c(NC=O)cc(-c4ccc(C(=O)N5CCOCC5)cc4)cn23)c1 | -6%
CC(C)c1ccc(Oc2cccc3c2S(=O)(=O)N([C@H](C)c2ccccc2)C[C@@H](COCc2ccccc2)O3)cc1 | 3%
CC1C(=O)CCN(C2CC2)C1C (stereo not drawn) | ?
CC(=O)Nc1cccc(-c2nc(N3CCOCC3)cc3c2CN(Cc2cnn(C)c2)C3=O)c1 | ?
Cc1ccc(C(=O)/C=C/c2cccc(C#N)c2)o1 | ?
O=C(Oc1ccc2cc(Br)ccc2c1)C(c1ccccc1)c1ccccc1 | 30%
Cc1[nH]cnc1CN1CCCC(c2nnc(CN3CCC(O)CC3)n2C)C1 (stereo not drawn) | 139%[activator]
CCCCCCCCN1C(=O)[C@@H](CC(=O)NCc2ccccc2)C[C@@]2(C(=O)OC)C1=C[C@H](C1CCCC1)O[C@@H]2C | -11%
Cc1ccc(C(NC(=O)c2n[nH]c(=O)c3ccccc23)C2CC2)cc1 (stereo not drawn) | 2%
CCN(CC)CCNC(=O)Cc1nn(C(C)C)c(=O)c2ccccc12 | 5%
CN(C)C(=O)c1cc(-c2ccc(S(C)(=O)=O)cc2)nc2c1cnn2C | 4%[6.33 µM]
COCCO[C@H]1C(=O)N(C2CCN(C(=O)c3cnccn3)CC2)[C@H]1c1ccncc1 | -1%
Oc1ccc(C[C@H]2CNC(=S)N2C[C@H]2CCCN2C[C@H](Cc2ccccc2)N2C[C@H](Cc3ccc(O)cc3)N(CCc3ccccc3)C2=S)cc1 | ?
CC(=O)c1c(C)[nH]c(C(=O)C(C)Cl)c1C (stereo not drawn) | ?
CN(C)C(=O)CN1CCN(C(C(=O)O)c2c[nH]c3ccc(NC(=O)c4ccccc4)cc23)CC1 (stereo not drawn) | -23%
Cc1ccc(CNC(=O)N2CCC3(CC2)CC(N(C(=O)NC(C)C)C2CC2)CCO3)cc1 (stereo not drawn) | -5%
CCCC/C=C\CCCCCCCCCC=O | -4%[176 µM]
O=S(=O)(NCCn1cc(-c2cncnc2)nn1)c1ccc(Cl)cc1 | 2%
COc1ccc(C(=O)N[C@H]2CC[C@]3(C)CCC([C@H](C)C(=O)N4CCC(C)CC4)[C@H](O)[C@H]3[C@@H]2C)cc1 (stereo partly drawn) | 30%
CCCN(C)C(=O)Cn1c(C)ccc(NS(=O)(=O)c2ccc(C)cc2)c1=O | -1%
COCc1noc([C@@H]2CN(S(=O)(=O)Cc3ccccc3F)C[C@H]2C(N)=O)n1 | 58%[activator]
COc1cccc(C(=O)N2CCc3nc(-c4ccccc4)nc(-c4ccc(Cl)cc4)c3C2)c1 | 5%
O=C(CCc1c[nH]c2ccccc12)Nc1cccc(Cl)c1F | -2%

Individual results from above.
For ALOX12 inh, CC(C)c1ccc(Oc2cccc3c2S(=O)(=O)N([C@H](C)c2ccccc2)C[C@@H](COCc2ccccc2)O3)cc1 is listed with 3%
For ALOX12 inh, CCN(CC)CCNC(=O)Cc1nn(C(C)C)c(=O)c2ccccc12 is listed with 5%
For ALOX12 inh, O=C(CCc1c[nH]c2ccccc12)Nc1cccc(Cl)c1F is listed with -2%
For ALOX12 inh, Cc1[nH]cnc1CN1CCCC(c2nnc(CN3CCC(O)CC3)n2C)C1 (stereo not drawn) is listed with 139%[activator]
For ALOX12 inh, COc1cccc(C(=O)N2CCc3nc(-c4ccccc4)nc(-c4ccc(Cl)cc4)c3C2)c1 is listed with 5%
For ALOX12 inh, CC(=O)c1cccc(-c2cnc3c(NC=O)cc(-c4ccc(C(=O)N5CCOCC5)cc4)cn23)c1 is listed with -6%

(continued)
SMILES | ALOX12 inh
COCCN1C(=O)[C@@H]2C[C@@H](CN2C(=O)c2ccc3c(c2)OCO3)Oc2ccccc21 | -29%[176 µM]
O=C(COc1ccccc1O)Nc1cccc(Br)c1 | -18%
COc1ccc(C(=O)N2CCOC3(CCN(C(=O)CCN)CC3)C2)cc1 | -2%[6.33 µM]
c1ccc(COC2C3COC(O3)C(OCc3ccccc3)C2OCc2ccccc2)cc1 (stereo not drawn) | 28%
CC(C)CC1C(=O)N(Cc2cn(Cc3ccco3)nn2)CCS(=O)(=O)N1Cc1ccc(-c2ccc(F)nc2)cc1 (stereo not drawn) | -74%
CN1C(=O)c2cccn2CC1CNC(=O)c1cc(CN2CCOCC2)on1 (stereo not drawn) | -2%
O=S(=O)(Nc1cccc2cccnc12)c1ccc(F)c(F)c1F | 25%
CCCCN1C[C@@H](CO)[C@H](c2nc(CCOC)no2)C1 | 28%
CC(C)c1noc(CCC(=O)Nc2ccccn2)n1 | -5%
CCCC1NC(=O)c2cc3ccccc3cc2-n2c1nc1ccc(C)cc1c2=O (stereo not drawn) | 33%[activator]
COc1cc(OC)c2c(C)c(CC(=O)NCc3ccc(F)cc3)c(=O)oc2c1 | 5%
CCCCn1c(=O)c2sccc2n(CC(=O)N(CC)c2ccccc2)c1=O | -20%
Cc1cc(C)cc(N(CC(=O)NC(C(C)C)C(C)C)S(=O)(=O)c2ccccc2)c1 | -14%
CCn1nc(C(=O)OCc2ccc3cc(OC)ccc3c2)c2ccccc2c1=O | 4%
COc1ccc(CN2CC3=C(C2=O)C(c2ccc(C)cc2)NC(=O)N3)cc1 (stereo not drawn) | -7%
Cc1cccc(CN2CCCC3(CCN(C(=O)CCc4ccccc4C)C3)C2)c1 (stereo not drawn) | ?
CCc1nc2c(OCc3ccc(Cl)cc3)cccn2c1N(C)C(=O)c1ccc2c(c1)OCO2 | -10%
COc1cccc(C(=O)N[C@H]2[C@H](O)[C@H](O)C[C@@H]2c2cccnc2)c1 | -11%[176 µM]
Cc1ccccc1NC(=O)CCc1c(C)nn(-c2ccc(N3CCCC3)nn2)c1C | -5%
COCC1CN(S(=O)(=O)c2cc(F)ccc2OC)CC12CCNCC2 (stereo not drawn) | 48%[activator]
COC(=O)c1ccc(NS(=O)(=O)c2c(C)c(C)cc(C)c2C)c(C)c1 | -27%
C#CCNC(=O)CCc1ccco1 | ?
COc1ncccc1-c1cnc2[nH]cc(CC(=O)Nc3cccc(Cl)c3)c2c1 | -17%[176 µM]
CN(Cc1nc2ccccc2n1C(F)F)S(=O)(=O)c1ccc(F)cc1 | ?
O=C(NCc1ccccc1)NC(NC(=O)c1ccccc1)(C(F)(F)F)C(F)(F)F | ?

Part of the list above in a different format.
COc1ncccc1-c1cnc2[nH]cc(CC(=O)Nc3cccc(Cl)c3)c2c1
- ALOX12 inh = -17%[176 µM]
CN(Cc1nc2ccccc2n1C(F)F)S(=O)(=O)c1ccc(F)cc1
- ALOX12 inh = ?

Other records
SMILES | ALOX12 inh
Cc1ccc(-c2nc3ccc(C)cn3c2Cc2ccsc2)cc1 | ?
CCOc1ccc(NC(=O)c2cnn(-c3ccc(F)cc3)c2-n2cccc2)cc1 | -4%
O=C(OCC12CC3CC(CC(C3)C1)C2)c1ccc([N+](=O)[O-])cc1 | ?
CCN1C(=O)C2CC3(CCN(C(=O)c4ccc(OC)cc4)CC3)CN2C1=O (stereo not drawn) | 58%[activator]
CCN(CC)S(=O)(=O)c1ccc(C)c(NS(=O)(=O)c2cccc(C#N)c2)c1 | -3%
CCC(Oc1cccc(Cl)c1)C(=O)O (stereo not drawn) | ?
O=C(NC1CCCCC1)C1CN(C(=O)c2ccc(F)c(F)c2)CC12CCOCC2 (stereo not drawn) | 76%[activator]
COc1ccc(-c2cc(N3CCCC(NC(=O)c4c[nH]c5ccccc45)C3)n[nH]2)cc1 (stereo not drawn) | 13%
Cc1ccc(S(=O)(=O)c2cn(CC(=O)Nc3ccc(C)c(F)c3)c3nc(C)ccc3c2=O)c(C)c1 | ?
CC(C)(C)C(=O)Nc1nnc(Cc2ccc(Cl)cc2)s1 | -10%
O=S(=O)(NCc1ccccc1Cn1cccn1)N1CCOCC1 | ?
COCCNc1ncnc2c1ncn2[C@H]1CN(CCN2CCOCC2)C[C@@H](CO)O1 | -13%
Cc1noc2c(-c3cccc(O)c3)cc(-c3ccccc3)nc12 | ?
Cc1ccc(C(CC(=O)O)NC(=O)C2CC=CCC2)cc1 (stereo not drawn) | -18%
Cc1ccc(NC(=O)c2c[nH]c3ccccc23)cc1I | 34%
COc1ccc(CNC(=O)c2nc(-c3ccc4cc[nH]c4c3)no2)cc1 | ?
Cc1ccc(OCC(=O)c2ccc3c(c2)N(C(C)C(=O)NCC2CCCO2)C(=O)CO3)cc1C (stereo not drawn) | 16%
CCCCn1c(N)c(N(C)C(=O)C2Cc3ccccc3C(=O)O2)c(=O)[nH]c1=O (stereo not drawn) | 22%
O=Cc1cccn1-c1cccc(Cl)c1Cl | -22%
C=CCN(CC=C)C(=O)/C=C/c1csc(C)n1 | -21%
COc1cc(=O)n2c(c1C(=O)Nc1cccc(F)c1)CCCC2 | 20%
Cc1nnn2c(C(=O)Nc3ccc(Cl)nc3)cccc12 | 58%[activator][176 µM]
CCc1ccc(NC(=O)C(C#N)=C2CCCCC2)cc1 | ?
CCOc1ccc(N(Cc2cc3cc(OC)ccc3[nH]c2=O)C(C)=O)cc1 | ?
CNC(=O)c1noc([C@@H]2CC(F)(F)CN2C(=O)c2cccn2C)n1 | 24%

5 of these compounds in a different format:
ALOX12 inh	Structure
5%	CCN(CC)CCNC(=O)Cc1nn(C(C)C)c(=O)c2ccccc12
4%[6.33 µM]	CN(C)C(=O)c1cc(-c2ccc(S(C)(=O)=O)cc2)nc2c1cnn2C
-1%	COCCO[C@H]1C(=O)N(C2CCN(C(=O)c3cnccn3)CC2)[C@H]1c1ccncc1
?	Oc1ccc(C[C@H]2CNC(=S)N2C[C@H]2CCCN2C[C@H](Cc2ccccc2)N2C[C@H](Cc3ccc(O)cc3)N(CCc3ccccc3)C2=S)cc1
?	CC(=O)c1c(C)[nH]c(C(=O)C(C)Cl)c1C (stereo not drawn)

Later entries.
SMILES | ALOX12 inh
CCc1c(C)sc(NC(=O)/C=C/C(=O)O)c1C#N | ?
CCCOc1ccc(-c2nc(C#N)c(NCCN(C)C)o2)cc1 | -5%
CCOC(=O)C(NC(=O)COc1ccc2ccccc2c1)C(=O)OCC | 12%
COc1cccc(-c2cn3c(n2)N(C(=O)C2CCC2)CCC3)c1 | 30%
Cc1ccsc1C(=O)N1CCc2onc(-c3ccc(F)c(F)c3)c2C1 | 31%
Cc1cccc2c(=O)c(-c3ccccc3)c(NC(=O)c3ccc([N+](=O)[O-])cc3)oc12 | ?
O=C(Cn1ccc2cc(Cl)ccc21)NCc1ccccc1 | -6%
O=C(c1cccc(S(=O)(=O)N2CCOCC2)c1)N(Cc1ccco1)C1CC1 | 12%
O=C(Nc1ccccc1F)c1cc(-c2cccs2)nc2ccccc12 | -16%
Cc1ccc(NS(=O)(=O)c2cccc(Cl)c2Cl)cc1S(=O)(=O)N1CCOCC1 | ?
Cc1ccc(NC(=O)CC(C)n2ccc(C)n2)c(Cl)c1 (stereo not drawn) | 8%
Cc1ccc(OCC(=O)c2ccc3c(c2)N(CCCC(=O)NC2CCCCC2)C(=O)CO3)cc1C | -1%
Cc1ccc(-c2cc(C(=O)Nc3cccc(C)n3)c3ccccc3n2)cc1 | -58%
Cc1cc(CN2CCC3(C2)C(=O)N(Cc2ccccc2)c2ccccc23)no1 (stereo not drawn) | 70%[activator]
O=C1CC(c2ccc(F)c(F)c2)c2ncn(-c3ccccc3)c2N1 (stereo not drawn) | ?
CC(C)(C)NC(=O)C(c1ccc(C#N)cc1)n1c(=O)c(-c2ccco2)nc2ccccc21 (stereo not drawn) | ?
CCOc1cc(=O)n2c(c1C(=O)NC1CCCCCC1)CCCC2 | 7%
CCCOc1nccnc1NC1CCN(C(=O)NCC)CC1 | 44%[activator]
O=C(NCc1ccccc1)C1CCC(=O)N1C1CCN(C(=O)c2ccc3c(c2)OCO3)CC1 (stereo not drawn) | 29%
Cc1nn(C)c(C)c1C(=O)N1CCCC(c2ccc(C(=O)O)cc2)C1 (stereo not drawn) | 7%
CCN1C(=O)C(NC(=O)C(=O)NCc2ccco2)c2ccccc21 (stereo not drawn) | 0%
Cc1cc(CNC(=O)[C@@H]2CCC[C@@H](NCc3nccs3)CN(C)C(=O)C2)no1 | -9%[176 µM]
NC(=O)C1CCCN1S(=O)(=O)c1ccc(Br)s1 (stereo not drawn) | -5%
Cc1noc(C)c1CNCC1(CO)C[C@@H](O)[C@@H](O)C1 (stereo partly drawn) | ?
O=C(/C=C/c1ccccc1)Oc1ccc(Br)cc1 | 26%

An excerpt of these results, as labelled records.
Structure: Cc1cccc2c(=O)c(-c3ccccc3)c(NC(=O)c3ccc([N+](=O)[O-])cc3)oc12
  ALOX12 inh: ?

Structure: O=C(Cn1ccc2cc(Cl)ccc21)NCc1ccccc1
  ALOX12 inh: -6%

(listing goes on)
SMILES | ALOX12 inh
CCC(=O)Oc1ccc2c(C)c(Cc3ccccc3)c(=O)oc2c1 | 0%
O=C(N[C@H]1CCOC[C@H]1C1CCOCC1)c1scc2c1OCCO2 | 19%
COc1cc(CN2CCC3(Cc4ccccc4CNC3=O)C2)cc(OC)c1 (stereo not drawn) | ?
COc1ccc(CN2C(=O)CO[C@H](c3ccc(NC(=O)NC(C)(C)C)cc3)[C@H]2CO)cc1 | 1%
CC1CCN(Cc2cc(=O)oc3ccc(O)cc23)CC1 | -18%
COc1ccc(CNc2ncnc3c2CN(c2ccc(Cl)cc2)C(=O)N(C)C3)cc1 | -12%
O=C(COC(=O)C12CC3CC(CC(C3)C1)C2)Nc1ccc(Cl)cc1[N+](=O)[O-] | 35%[activator]
Cc1cccc2c1CC[C@H](CN1CCC(c3c(Cl)cccc3Cl)CC1)C[C@@H]2O | -21%[57.4 µM]
O=C1CCN(C(=O)CCc2ccccc2)CCCC(c2nc(-c3ccccc3)no2)CCN1 (stereo not drawn) | -27%
COc1ccc(OC)c(Nc2nc(NCC(C)O)nc3c2cnn3-c2ccccc2)c1 (stereo not drawn) | 112%[activator]

An excerpt; the hit share may differ from the screen's.
